Screens: PubChem BioAssay, several laboratories
MrgX1 antag – blocks BAM8-22 activation of human MrgX1 receptor; hit rate 1.3% among 310,000; MRGX1-HEK293 calcium flux, Fluo-4, BAM8-22 antagonism; stronger effect = lower value; B-score at 10 µM;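 active = calcium-response B-score plate-corrected more than 3 library SD below zero, starting fluorescence within 5 deviations, no agonist response on first addition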;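 also: peak minus trough fluorescence over baseline after final BAM8-22 challenge near maximal dose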
SKKanGAS inh – blocks kanamycin growth of S. pyogenes SKKanGAS strain; hit rate 1.3% among 300,000; inhibition, % at 7.5 µM; BacTiter-Glo, 6 h;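 active = mean replicate score, as percent of positive control median, at least 50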;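 also: strain carries kanamycin resistance gene driven by streptokinase promoter and grows in 40 µg/ml kanamycin; loss of luminescence reflects streptokinase promoter inhibition or plain growth inhibition; 0% = median of DMSO wells and 100% = positive control at its reference dose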
IEC-6 tox – IEC-6 cytotoxicity, counter-screen for KLF5 inhibitors. luminescence viability. inhibition, % at 5 µM. hit rate 0.78% among 290,000. AID 1825; in the data active = inhibition above about 22%;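 also: 0% = plate median of test compound wells and 100% = cytotoxic reference compound wells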
TRPC4 block – TRPC4 (mouse) channel inhibition. Q9QUQ5. HEK293 TRPC4beta/mu-opioid, DAMGO-evoked Fluo4 calcium flux; stronger effect = lower value. B-score at 10 µM. hit rate 0.39% among 300,000. AID 2247;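 active = B-score over 3 SD under the library average, no early fluorescence shift, positive overall ratio signal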
Target sequence (Q9QUQ5 whole entry, looked up): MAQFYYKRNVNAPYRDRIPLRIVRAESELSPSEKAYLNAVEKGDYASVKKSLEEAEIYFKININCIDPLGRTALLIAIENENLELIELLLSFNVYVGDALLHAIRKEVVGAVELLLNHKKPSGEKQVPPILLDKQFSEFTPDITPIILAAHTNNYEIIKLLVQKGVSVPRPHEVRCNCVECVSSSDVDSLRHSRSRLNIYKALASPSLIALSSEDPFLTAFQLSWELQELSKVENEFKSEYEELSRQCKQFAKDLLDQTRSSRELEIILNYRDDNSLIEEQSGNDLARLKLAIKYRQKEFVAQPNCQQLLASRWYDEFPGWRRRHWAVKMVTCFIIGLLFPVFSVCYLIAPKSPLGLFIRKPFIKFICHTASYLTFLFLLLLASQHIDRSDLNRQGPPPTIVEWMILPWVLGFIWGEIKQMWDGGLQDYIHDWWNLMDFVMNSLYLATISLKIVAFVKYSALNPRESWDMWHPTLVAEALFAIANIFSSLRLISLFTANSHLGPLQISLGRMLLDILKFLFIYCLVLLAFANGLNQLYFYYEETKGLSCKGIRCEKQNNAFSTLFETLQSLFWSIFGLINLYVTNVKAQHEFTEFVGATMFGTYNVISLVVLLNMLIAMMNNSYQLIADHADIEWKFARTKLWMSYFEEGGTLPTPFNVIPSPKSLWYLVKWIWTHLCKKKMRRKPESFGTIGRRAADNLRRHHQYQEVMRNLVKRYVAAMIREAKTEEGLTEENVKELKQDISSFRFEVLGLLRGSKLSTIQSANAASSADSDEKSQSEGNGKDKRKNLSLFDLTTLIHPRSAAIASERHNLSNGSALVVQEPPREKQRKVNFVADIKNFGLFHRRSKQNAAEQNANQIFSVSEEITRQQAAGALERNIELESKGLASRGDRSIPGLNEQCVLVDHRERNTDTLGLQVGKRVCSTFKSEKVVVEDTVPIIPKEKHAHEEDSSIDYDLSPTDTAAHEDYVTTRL
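Assay system: TRPC4beta/mu-opioid receptor HEK293 cell line; compound dosing: single concentration per test compound; detection: Fluo4 Ca2+ flux fluorescence; evaluation: per-well B score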
TRPC4 act – TRPC4 (mouse) channel activation. HEK293 TRPC4beta/mu-opioid, Fluo4 calcium fluorescence; stronger effect = higher value. B-score at 10 µM. hit rate 0.49% among 310,000. AID 2237;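 active = B-score above 5 SD of library B-scores, and initial fluorescence ratio not above library mean plus 5 SD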;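 also: positive B-score marks a calcium rise read as TRPC4 activation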
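Assay system: HEK293 cells stably co-expressing mouse TRPC4beta and mu-opioid receptor / Timing: Fluo4 dye loading 45 min at room temperature, 110 s recording / Signal: Fluo4 calcium-sensitive dye fluorescence, kinetic, 1 Hz baseline / Read-out: integrated baseline-normalised fluorescence ratio, converted to per-well B score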
TRPC4 PAM – allosterically enhances the mouse TRPC4 cation channel; hit rate 0.42% among 310,000; AID 2227; Q9QUQ5; HEK293 TRPC4beta/mu-opioid, DAMGO EC20, Fluo-4 Ca2+ flux; stronger effect = higher value; B-score at 10 µM;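 active = B-score of calcium response area above 5 SD of library B-scores, with initial fluorescence ratio within 5 SD of library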;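 also: B-score of integrated fluorescence ratio over time as area under calcium response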
TRPC6 act – mouse TRPC6 channel activation. Q61143. HEK293-TRPC6 membrane potential dye fluorescence; stronger effect = higher value. B-score at 10 µM. hit rate 0.13% among 310,000. AID 2550;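 active = B-score of the integrated fluorescence ratio above library mean plus 3 SD, and starting fluorescence ratio within library mean plus 5 SD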;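 also: higher score means more depolarization so channel activation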
KLF5 inh – suppresses KLF5 promoter-driven expression. DLD-1 KLF5 promoter-luciferase reporter, luminescence. inhibition, % at 5 µM. hit rate 0.23% among 290,000. AID 1700;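 active = inhibition above a per-plate limit of that plate's mean compound inhibition plus 3 SD, cut at about 60% in these data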;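 also: 0% = DMSO wells and 100% = LY294002 at 200 µM; higher means less KLF5 promoter-driven luciferase light; inactives centre near -14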
TRPC6 inhibitor – inhibitors of mouse TRPC6 channel; Q61143; HEK293-TRPC6, membrane potential dye, ACh-evoked depolarization; stronger effect = lower value; B-score at 10 µM; hit rate 1.1% among 310,000; AID 2553;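 active = B-score under library mean minus 3 SD, initial fluorescence not abnormally high, positive integrated signal ratio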;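 also: B-score derived from integrated fluorescence ratio over the kinetic read; more negative B-score means stronger inhibition of depolarization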
HIF activator – HIF pathway transcriptional activation; U2OS HRE-luciferase reporter, luminescence; normalized: DMSO 0%, desferrioxamine 100%; activation, % at 7.5 µM (by protocol); hit rate 0.32% among 300,000;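 active = mean activation of at least 10% of the iron chelator positive control signal, with at least half of replicates also reaching 10%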
aSyn 5UTR inh – MLPCN primary screen, SNCA 5' untranslated region; hit rate 0.82% among 300,000; alpha-synuclein 5'UTR reporter, inhibitor activity; inhibition, % (tested at 7.5 µM); in the data active = inhibition above about 60%;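 also: H4 neuroglioblastoma cells stably carrying SNCA 5'UTR luciferase fusion; 0% = DMSO wells and 100% = positive control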
* marks the source's active call; other numbers are inactive results.

For O=S(=O)(NCc1ccc2c(c1)OCO2)c1cccc2cccnc12 the results were MrgX1 antag inactive, SKKanGAS inh -3, IEC-6 tox -1, TRPC4 block inactive, TRPC4 act inactive, TRPC4 PAM inactive, TRPC6 act inactive, KLF5 inh -6, TRPC6 inhibitor inactive, HIF activator -16 and aSyn 5UTR inh 6.
Screening CCC(=O)Nc1nc2ccc(NC(=O)COc3ccccc3)cc2s1 returned MrgX1 antag inactive, SKKanGAS inh 5, IEC-6 tox 5, TRPC4 block inactive, TRPC4 act inactive, TRPC4 PAM inactive, TRPC6 act inactive, KLF5 inh -60, TRPC6 inhibitor inactive, HIF activator 0.2 and aSyn 5UTR inh 14.
For CC1CCCCN1C(=O)Cn1c(=O)oc2cc(S(=O)(=O)N3CCCC3)ccc21 (stereo unspecified) the results were MrgX1 antag inactive, SKKanGAS inh 0, IEC-6 tox 8, TRPC4 block inactive, TRPC4 act inactive, TRPC4 PAM inactive, TRPC6 act inactive, KLF5 inh 3, TRPC6 inhibitor inactive, HIF activator -0.4 and aSyn 5UTR inh 15.
COc1ccc(COC(=O)c2ccc(Br)c(S(=O)(=O)N3CCOCC3)c2)cc1F was read as MrgX1 antag inactive, SKKanGAS inh -1, TRPC4 block inactive, TRPC4 act inactive, TRPC4 PAM inactive, TRPC6 act inactive, TRPC6 inhibitor inactive, HIF activator 0.1 and aSyn 5UTR inh -2.
`O=C(O)C(Cc1ccccc1)n1c(=S)[nH]c2ccccc2c1=O` (stereo unspecified) gave MrgX1 antag inactive, SKKanGAS inh 0, IEC-6 tox -4, TRPC4 block inactive, TRPC4 act inactive, TRPC4 PAM inactive, TRPC6 act inactive, KLF5 inh -3, TRPC6 inhibitor inactive, HIF activator -0.7 and aSyn 5UTR inh 13.
`CCOC(=O)c1c(S(=O)(=O)N2CCCCC2C)c(C)n(C)c1C` (stereo unspecified) gave MrgX1 antag inactive, SKKanGAS inh -1, IEC-6 tox 2, TRPC4 block inactive, TRPC4 act inactive, TRPC4 PAM inactive, TRPC6 act inactive, KLF5 inh -7, TRPC6 inhibitor inactive and aSyn 5UTR inh 2.
`CCO/C=C1\N=C(c2ccc(F)cc2)OC1=O` gave MrgX1 antag inactive, SKKanGAS inh -3, IEC-6 tox 5, TRPC4 block inactive, TRPC4 act inactive, TRPC4 PAM inactive, TRPC6 act inactive, KLF5 inh -20, TRPC6 inhibitor inactive, HIF activator -0.3 and aSyn 5UTR inh -3.
For COc1ccc(NC(=O)CN(C)C(=O)CSc2nc3ccccc3s2)cc1 the results were MrgX1 antag inactive, SKKanGAS inh -4, TRPC4 block inactive, TRPC4 act inactive, TRPC4 PAM inactive, TRPC6 act inactive, TRPC6 inhibitor inactive, HIF activator 0.1 and aSyn 5UTR inh 21.
CC(C)(C)NC(=O)NC(=O)COC(=O)CNC(=O)c1cc(Cl)cc([N+](=O)[O-])c1 was read as MrgX1 antag inactive, SKKanGAS inh -15, IEC-6 tox 0, TRPC4 block inactive, TRPC4 act inactive, TRPC4 PAM inactive, TRPC6 act inactive, KLF5 inh -7, TRPC6 inhibitor inactive, HIF activator 0.7 and aSyn 5UTR inh 0.
`COc1cccc(/C=N/NC(=O)c2ccncc2)c1OC(=O)c1ccc(Br)cc1` gave MrgX1 antag inactive, SKKanGAS inh 8, IEC-6 tox -2, TRPC4 block inactive, TRPC4 act inactive, TRPC4 PAM inactive, TRPC6 act inactive, KLF5 inh 27, TRPC6 inhibitor inactive, HIF activator 3.2 and aSyn 5UTR inh 14.
Cc1cccc2c1cnn2C(=O)Nc1ccc(Br)cc1F was read as MrgX1 antag inactive, SKKanGAS inh 8, IEC-6 tox 1, TRPC4 block inactive, TRPC4 act inactive, TRPC4 PAM inactive, TRPC6 act inactive, KLF5 inh -114, TRPC6 inhibitor inactive, HIF activator -1.1 and aSyn 5UTR inh -156.
CCN(CCn1cccn1)Cc1nc(-c2ccc(OC)cc2)no1 was read as MrgX1 antag inactive, SKKanGAS inh -11, IEC-6 tox 10, TRPC4 block inactive, TRPC4 act inactive, TRPC4 PAM inactive, TRPC6 act inactive, KLF5 inh -3, TRPC6 inhibitor inactive, HIF activator 0.8 and aSyn 5UTR inh -5.
Cc1ccc(CSCC(=O)NCCCN2CCOCC2)cc1 was read as MrgX1 antag inactive, SKKanGAS inh -4, IEC-6 tox 1, TRPC4 block inactive, TRPC4 act inactive, TRPC4 PAM inactive, TRPC6 act inactive, KLF5 inh -13, TRPC6 inhibitor inactive, HIF activator -0.3 and aSyn 5UTR inh 4.
Screening CCn1c(-c2ccc(C)cc2)n[nH]c1=S returned MrgX1 antag inactive, SKKanGAS inh 3, IEC-6 tox -1, TRPC4 block inactive, TRPC4 act inactive, TRPC4 PAM inactive, TRPC6 act inactive, KLF5 inh 25, TRPC6 inhibitor inactive, HIF activator -2.9 and aSyn 5UTR inh 12.
For COC(=O)c1ccc(NC(=O)c2c(Br)cnn2C)cc1 the results were MrgX1 antag inactive, SKKanGAS inh -4, IEC-6 tox -2, TRPC4 block inactive, TRPC4 act inactive, TRPC4 PAM inactive, TRPC6 act inactive, KLF5 inh 1, TRPC6 inhibitor inactive, HIF activator 0.6 and aSyn 5UTR inh -53.
Screening Cc1ccc(Nc2cc(C)nc3c(C)ccc([N+](=O)[O-])c23)cc1 returned MrgX1 antag inactive, SKKanGAS inh 16, IEC-6 tox 1, TRPC4 block inactive, TRPC4 act inactive, TRPC4 PAM inactive, TRPC6 act inactive, KLF5 inh 22, TRPC6 inhibitor inactive, HIF activator -0.1 and aSyn 5UTR inh 14.
CC1Cc2ccccc2N1S(=O)(=O)c1cccc(C(=O)N2CC(=O)Nc3ccccc32)c1 (stereo unspecified) was read as MrgX1 antag inactive, SKKanGAS inh 3, IEC-6 tox 4, TRPC4 block inactive, TRPC4 act inactive, TRPC4 PAM inactive, TRPC6 act inactive, KLF5 inh 2, TRPC6 inhibitor inactive, HIF activator -0.9 and aSyn 5UTR inh 27.
For COc1nc(-c2cnccn2)sc1C the results were MrgX1 antag inactive, SKKanGAS inh 5, IEC-6 tox 0, TRPC4 block inactive, TRPC4 act inactive, TRPC4 PAM inactive, TRPC6 act inactive, KLF5 inh -1, TRPC6 inhibitor inactive, HIF activator 0.1 and aSyn 5UTR inh 15.
Cc1nnc(NC(=O)CCSCCC(=O)Nc2nnc(C)s2)s1 was read as MrgX1 antag inactive, SKKanGAS inh -7, IEC-6 tox 5, TRPC4 block inactive, TRPC4 act inactive, TRPC4 PAM inactive, TRPC6 act inactive, KLF5 inh -21, TRPC6 inhibitor inactive, HIF activator 0.0 and aSyn 5UTR inh 4.
`Cc1cccc(-n2ccnc2SCC(=O)Nc2nccs2)c1` gave MrgX1 antag inactive, SKKanGAS inh -6, IEC-6 tox 2, TRPC4 block inactive, TRPC4 act inactive, TRPC4 PAM inactive, TRPC6 act inactive, KLF5 inh -34, TRPC6 inhibitor inactive, HIF activator 1.2 and aSyn 5UTR inh -132.
`O=C(CCCc1nc(-c2ccccc2)no1)NC1CCCC1` gave MrgX1 antag inactive, SKKanGAS inh -1, IEC-6 tox -5, TRPC4 block inactive, TRPC4 act inactive, TRPC4 PAM inactive, TRPC6 act inactive, KLF5 inh -30, TRPC6 inhibitor inactive, HIF activator 0.5 and aSyn 5UTR inh -19.
For COc1ccc(C(=O)NCC2(N3CCCCC3)CCCCC2)cc1S(=O)(=O)N(C)C the results were MrgX1 antag inactive, SKKanGAS inh -2, IEC-6 tox 2, TRPC4 block inactive, TRPC4 act inactive, TRPC4 PAM inactive, TRPC6 act inactive, KLF5 inh -4, TRPC6 inhibitor inactive, HIF activator 0.8 and aSyn 5UTR inh -9.
Cc1c(S(=O)(=O)c2ccccn2)c(N)n(Cc2cccc(Cl)c2)c1C was read as SKKanGAS inh 5, IEC-6 tox 1, TRPC4 block inactive, TRPC4 act inactive, TRPC4 PAM inactive, TRPC6 act inactive, KLF5 inh 13, TRPC6 inhibitor inactive, HIF activator 0.2 and aSyn 5UTR inh 1.
For CCOc1cc(NC(=O)c2cccs2)c(OCC)cc1NC(=O)c1ccccn1 the results were MrgX1 antag inactive, SKKanGAS inh -7, IEC-6 tox 3, TRPC4 block inactive, TRPC4 act inactive, TRPC4 PAM inactive, TRPC6 act inactive, KLF5 inh -16, TRPC6 inhibitor inactive, HIF activator 0.0 and aSyn 5UTR inh 36.
Screening CCCCCCC(=O)Nc1nnc(CC)s1 returned MrgX1 antag inactive, SKKanGAS inh -2, IEC-6 tox 0, TRPC4 block inactive, TRPC4 act inactive, TRPC4 PAM inactive, TRPC6 act inactive, KLF5 inh -27, TRPC6 inhibitor inactive, HIF activator 0.9 and aSyn 5UTR inh -10.
For O=C1CSC(c2ccncc2)N1Cc1ccc(F)cc1 (stereo unspecified) the results were MrgX1 antag inactive, SKKanGAS inh 1, IEC-6 tox -3, TRPC4 block inactive, TRPC4 act inactive, TRPC4 PAM inactive, TRPC6 act inactive, KLF5 inh -2, TRPC6 inhibitor inactive, HIF activator -0.1 and aSyn 5UTR inh 9.
Screening CC(C)(C)c1ccc(OCC(=O)NNC(=S)NC(=O)c2ccccc2[N+](=O)[O-])c(Br)c1 returned MrgX1 antag inactive, SKKanGAS inh 100*, IEC-6 tox 0, TRPC4 block inactive, TRPC4 act inactive, TRPC4 PAM inactive, TRPC6 act inactive, KLF5 inh -19, TRPC6 inhibitor inactive, HIF activator 0.0 and aSyn 5UTR inh 5.
`COc1ccc([N+](=O)[O-])cc1NC(=O)CCN1CCN(c2ccccc2)CC1` gave MrgX1 antag inactive, SKKanGAS inh -9, IEC-6 tox -1, TRPC4 block inactive, TRPC4 act inactive, TRPC4 PAM inactive, TRPC6 act inactive, KLF5 inh -9, TRPC6 inhibitor inactive, HIF activator 0.0 and aSyn 5UTR inh -3.
For CC(=O)Nc1ccc2oc(C)nc2c1 the results were MrgX1 antag inactive, SKKanGAS inh -5, IEC-6 tox 0, TRPC4 block inactive, TRPC4 act inactive, TRPC4 PAM inactive, TRPC6 act inactive, KLF5 inh -35, TRPC6 inhibitor inactive, HIF activator 0.4 and aSyn 5UTR inh 8.
`CCOc1ccc(N2C(=O)C(c3ccccc3)=C(c3nc4ccccc4s3)C2NC(C)=O)cc1` (stereo unspecified) gave MrgX1 antag inactive, SKKanGAS inh 9, IEC-6 tox 0, TRPC4 block inactive, TRPC4 act inactive, TRPC4 PAM inactive, TRPC6 act inactive, KLF5 inh -28, TRPC6 inhibitor inactive, HIF activator 0.2 and aSyn 5UTR inh 18.

This is a random part of the collection (roughly 5.8% active in at least one column).
